Source: PubChem BioAssay (several laboratories)
PhoP inhibition: inhibitors of PhoP regulon expression, primary screen, Salmonella Typhimurium, GFP reporter (AID 1863); S. Typhimurium PhoP-regulated promoter GFP reporter, 4 h; higher % means a stronger effect; inhibition, % at 50 µM; hits with a dose series show IC50 in µM; actives 0.16% (n = 300,000);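 active = inhibition over 29.93%, a cutoff 3 SD above the screen mean, later confirmed by dose response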;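 also: 0% = low Mg2+ inducing control and 100% = high Mg2+ repressing control; strong numbers were not always called active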
Lipid droplet: inhibitors of hepatocyte lipid droplet formation, primary screen, imaging, high-throughput imaging, BODIPY stain. AML12 mouse hepatocytes, oleate lipid droplets. inhibition, % at 6.5 µM. actives 0.4% (n = 240,000). AID 1656, 2009;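 active = lipid droplet intensity inhibited by at least 50%, with more than 500 cells counted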
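Assay system: AML12 hepatocytes (mouse); Probe or stimulus: oleic acid at 100 µM to induce lipid droplet formation; Dosing: compound at 6.5 µM only; Schedule: compound with oleate, overnight; Detection: fluorescence imaging, 20x objective, two fields per well; Measure: % inhibition of lipid droplet signal.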
T cell modulator: modulators of CD8 T cell-vesicle binding, primary screen, mouse 2C CD8+ T cells, flow cytometry. 2C CD8+ T cell-vesicle binding; active compounds read low. calls only at 7 µM. actives 0.068% (n = 330,000). AID 2052, 2009;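 active = response, share of CD8 T cells binding vesicles, and their 90th percentile fluorescence all below set limits, cut at about 80% in these data, passing the limit was not always enough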
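material = purified 2C TCR transgenic mouse naive CD8+ T cells | controls = Unloaded micro-vesicles (low), QL9 vesicles with 0.7% DMSO (high) | detection = cytometric PE anti-B7-1 and Alexa647 anti-CD8 signals after 1% paraformaldehyde fixation | incubation = binding step 1.5 h, 37 °C, antibody labelling 20 min, ice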
Lipid droplet cells 6.5 µM: second read-out of Lipid droplet, no call of its own (marks repeat the call); cell count; measured here: cell count, cytotoxicity flag;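 cells counted across two imaged fields per well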
T cell modulator vesicle-bound %: further read-out of T cell modulator, marked with its call; double positive events, %; measured here: CD8+ vesicle-bound cell fraction;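 binding gate set so that unloaded-vesicle control wells show 10% double positive cells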
The depositor's hits bear a star; i = inactive. This is a subset; the hit share may differ from the screen's.

SMILES | PhoP inhibition | Lipid droplet | Lipid droplet cells 6.5 µM | T cell modulator | T cell modulator vesicle-bound %
Cc1cccc2nc(-c3ccco3)oc(=O)c12 | -1% | 0 | 649 | i | 22
Cc1ccc(C(=O)OC(C)C(=O)NC2CCCCC2C)cc1S(=O)(=O)N1CCCCC1 (stereo not drawn) | -3% | -1 | 810 | i | 26
CCCCCC(O)(CCN1CCCCC1)c1ccccc1 (stereo not drawn) | -8% | -2 | 837 | i | 13
COc1ccc(NS(=O)(=O)c2ccc(-c3coc(C)n3)cc2)cc1OC | -7% | -66 | 602 | i | 2
Cc1ccc(-c2cc(C(=O)N/N=C/c3ccc(F)cc3)n[nH]2)o1 | 1% | 2 | 823 | i | 32
O=C(Nc1ccccc1C(=O)O)c1cccc(NC(=O)c2ccccc2Br)c1 | 6% | -2 | 861 | i | 62
Cc1cccc(-c2noc(CCCC(=O)NC3CCCCC3)n2)c1 | 3% | 13 | 791 | i | 16
CCN(CC)CCCNC(=O)c1cc(-c2ccc3c(c2)OCO3)on1 | -2% | -1 | 817 | i | 21
O=C(N/C(=C/c1ccccc1)C(=O)N1CCCCC1)c1ccccc1 | 5% | -8 | 646 | i | 62
Cc1cccc(N(C)S(=O)(=O)c2ccc(-c3cc(C)no3)s2)c1 | 3% | -179 | 367 | i | 34
O=C(NN1CCOCC1)c1ccc([N+](=O)[O-])cc1 | -2% | -12 | 769 | i | 55
COc1ccc(C2/C(=C(/O)c3ccc(Br)cc3)C(=O)C(=O)N2C)cc1 (stereo not drawn) | -1% | -1 | 857 | i | 53
c1ccc(-c2nnsc2-c2ccccc2)cc1 | 2% | -12 | 820 | i | 52
COCCNC(=S)N(CCc1c(C)[nH]c2ccc(Cl)cc12)Cc1cccnc1 | 4% | -47 | 821 | i | 63
Cc1cccn2c(=O)c3cc(C(=O)NC4CCCCC4C)n(C)c3nc12 (stereo not drawn) | 3% | 22 | 782 | i | 24
COc1ccccc1CN1CC(C(=O)N2CCCCO2)CCC1=O (stereo not drawn) | 0% | -38 | 694 | i | 26
CC(c1ccccc1)C1CC(=O)N(c2ccc([N+](=O)[O-])cc2)C1=O (stereo not drawn) | -3% | -1 | 773 | i | 22
CCC(C)NC(=O)CSc1nc2c(sc(=S)n2-c2cc(Cl)ccc2OC)c(=O)[nH]1 (stereo not drawn) | 5% | 16 | 779 | i | 44
COc1cc(C2/C(=C(\O)c3ccc4c(c3)OCCO4)C(=O)C(=O)N2Cc2ccccc2)ccc1O (stereo not drawn) | 8% | -2 | 671 | i | 47
CCCC(=O)N1CCN(c2nnc(-c3ccc(C)cc3)c3ccccc23)CC1 | 6% | 10 | 816 | i | 25

No new results follow: entries from further up.
SMILES | PhoP inhibition | Lipid droplet | Lipid droplet cells 6.5 µM | T cell modulator | T cell modulator vesicle-bound %
Cc1cccc2nc(-c3ccco3)oc(=O)c12 | -1% | 0 | 649 | i | 22
Cc1ccc(C(=O)OC(C)C(=O)NC2CCCCC2C)cc1S(=O)(=O)N1CCCCC1 (stereo not drawn) | -3% | -1 | 810 | i | 26
CCCCCC(O)(CCN1CCCCC1)c1ccccc1 (stereo not drawn) | -8% | -2 | 837 | i | 13

Next part.
SMILES | PhoP inhibition | Lipid droplet | Lipid droplet cells 6.5 µM | T cell modulator | T cell modulator vesicle-bound %
O=C(Nc1ccc(F)cc1)c1ccc(=O)[nH]n1 | 6% | 17 | 880 | i | 37
COc1ccc(CCNC(=O)c2cc3c(=O)n4ccccc4nc3n(C3CCCCC3)c2=N)cc1OC | -2% | -30 | 627 | i | 8
Cc1cccc(C)c1OCc1cc(C(=O)NCC2COCCO2)no1 (stereo not drawn) | 1% | -15 | 698 | i | 30
NC(=O)c1cc(Cl)ccc1OCC(=O)N1CCCc2ccccc21 | 0% | 0 | 819 | i | 15
CCOc1ccccc1NC(=O)CNC(=O)CNC(=O)Cc1ccccc1 | 3% | 17 | 756 | i | 20
COc1cc(C(=O)Oc2ccc(C(=S)N3CCOCC3)cc2)cc(OC)c1OC | 1% | -2 | 783 | i | 38
COc1ccc(C(NC(=O)CN2CCCCCC2)c2ccc(OC)cc2)cc1 | 11% | -8 | 846 | i | 16
Cc1c(C(=O)Nc2ccc(C(=O)Nc3ccccc3)cc2)cccc1[N+](=O)[O-] | -1% | 38 | 693 | i | 15
COc1ccc(/C=N/NS(=O)(=O)c2ccc(C)cc2)cc1 | 4% | -3 | 804 | i | 48
Cc1cc(C)c(C#N)c(N2CCN(c3ccc(F)cc3)CC2)n1 | -3% | 2 | 817 | i | 34
COc1ccc(OC)c(NC(=O)C2CC(/C=C/c3ccccc3)=NO2)c1 (stereo not drawn) | 18% | -2 | 868 | i | 18
O=C(O)c1ccc2c(c1)S(=O)(=O)c1ccccc1C2=O | -5% | 3 | 801 | i | 25
CCCCN(CC)CCNC(=O)C1CCCN(S(=O)(=O)c2cccc3nsnc23)C1 (stereo not drawn) | -5% | 17 | 721 | i | 16
CCCN1CCC(=O)N([C@H](COc2ccccc2)CC(C)C)CC1 | 5% | -7 | 707 | i | 18
CC(=O)N(/N=C/c1ccc(C)cc1)c1nc(CCl)cs1 | 7% | -3 | 785 | i | 39
O=C(NCc1cccc(Cl)c1)C1CCCN(c2ncnc3c2nc2n3CCCCC2)C1 (stereo not drawn) | -6% | -12 | 647 | i | 11
Cc1cccc(Nc2cc(=O)n(C)c(=O)[nH]2)c1 | 5% | 10 | 799 | i | 58
CC1CCCN(C(=O)CN2C(=O)C(C)Oc3ccccc32)C1 (stereo not drawn) | 8% | -1 | 706 | i | 35
CC(C)C1Nc2ccc(C(=O)NCCCN3CCOCC3)cc2NC1=O (stereo not drawn) | -4% | 15 | 763 | i | 17
CN1C(=O)N(c2ccc(Cl)cc2)C(C)(O)CC1(C)C (stereo not drawn) | 6% | 14 | 684 | i | 23

The final two records of the section above are carried over, then new ones follow.
SMILES | PhoP inhibition | Lipid droplet | Lipid droplet cells 6.5 µM | T cell modulator | T cell modulator vesicle-bound %
CC(C)C1Nc2ccc(C(=O)NCCCN3CCOCC3)cc2NC1=O (stereo not drawn) | -4% | 15 | 763 | i | 17
CN1C(=O)N(c2ccc(Cl)cc2)C(C)(O)CC1(C)C (stereo not drawn) | 6% | 14 | 684 | i | 23
Cc1noc(C)c1C(=O)Nc1ccccc1C(=O)NCCc1ccccc1 | -1% | -6 | 734 | i | 44
CSc1ccccc1OCc1cc(C(=O)NC2CCOC(C)(C)C2)no1 (stereo not drawn) | -1% | 6 | 839 | i | 14
Cc1ccc(S(=O)(=O)c2nc(S(C)(=O)=O)sc2N2CCC(C(N)=O)CC2)cc1 | -12% | -3 | 755 | i | 11
C=Cc1ccc(Cn2nc(-c3ccc(C)cc3)ccc2=O)cc1 | 3% | -41 | 805 | i | 55
O=C(Nc1cccc(F)c1)NC1(C(=O)NCC2CCCO2)CCCCC1 (stereo not drawn) | 2% | 15 | 794 | i | 6
COc1ccc(OCC(=O)Nc2cc(NC(=O)COc3ccc(OC)cc3)cc(C(=O)O)c2)cc1 | 2% | -8 | 779 | i | 31
Fc1ccccc1N1CCN(C2CCCN(Cc3ccccc3C(F)(F)F)C2)CC1 (stereo not drawn) | 3% | 0 | 749 | i | 59
CN(CC(=O)Nc1ccccc1Cl)C(=O)COC(=O)c1cnccn1 | -4% | 0 | 870 | i | 5
CC(=O)c1cccc(NC(=O)CSc2nnc(C(C)N(C)C)n2-c2ccc(F)cc2)c1 (stereo not drawn) | -1% | 7 | 776 | i | 47
O=C(O)c1cc(S(=O)(=O)NC2CCCc3ccccc32)ccc1O (stereo not drawn) | 4% | -3 | 841 | i | 38
CC(C)OCCCNC(=O)CCCC(=O)Nc1ccc(OCCc2ccccc2)cc1 | -5% | -2 | 857 | i | 63
CCOc1ccc(C(C)C)cc1S(=O)(=O)N1CCN(C(=O)c2ccco2)CC1 | 3% | 10 | 833 | i | 36
CC1CCCC(NC(=O)CCS(=O)(=O)c2ccc3c(c2)NC(=O)CS3)C1C (stereo not drawn) | -4% | -22 | 637 | i | 22
O=C(CSc1nnc(CNC(=O)c2ccccc2)o1)NCCc1ccccc1 | -7% | 12 | 684 | i | 42
O=C(CNC1CCCCC1)Nc1cccc(C(F)(F)F)c1 | 2% | 12 | 872 | i | 28
Cc1ccc(NC(=O)CN(C)C(=O)c2ccc(Br)o2)cc1 | 8% | -7 | 740 | i | 11
O=C(CN1CCN(S(=O)(=O)c2ccc(F)cc2)CC1)Nc1ccc(Cl)cn1 | -4% | -10 | 773 | i | 56
CN(Cc1nc2ccccc2[nH]1)C(=O)C1CCC(=O)N(C2CCCC2)C1 (stereo not drawn) | 8% | 4 | 836 | i | 21
Cc1c(CC(=O)N[C@@H](C)C(=O)O)c(=O)oc2c(C)c3occ(-c4ccccc4)c3cc12 | 9% | -8 | 861 | i | 22
COc1ccc(C2CCCN2CC(O)COc2ccccc2C(C)C)cc1 (stereo not drawn) | 7% | -16 | 783 | i | 32

Whole records, looked up by structure. Order of values: PhoP inhibition, Lipid droplet, Lipid droplet cells 6.5 µM, T cell modulator, T cell modulator vesicle-bound %
Record of `CC(C)OCCCNC(=O)CCCC(=O)Nc1ccc(OCCc2ccccc2)cc1` = -5%, -2, 857, i, 63
Record of `O=C(CN1CCN(S(=O)(=O)c2ccc(F)cc2)CC1)Nc1ccc(Cl)cn1` = -4%, -10, 773, i, 56
Record of `Cc1ccc(S(=O)(=O)c2nc(S(C)(=O)=O)sc2N2CCC(C(N)=O)CC2)cc1` = -12%, -3, 755, i, 11
Record of `C=Cc1ccc(Cn2nc(-c3ccc(C)cc3)ccc2=O)cc1` = 3%, -41, 805, i, 55
Record of `COc1ccc(C2CCCN2CC(O)COc2ccccc2C(C)C)cc1` (stereo not drawn) = 7%, -16, 783, i, 32

(listing goes on)
SMILES | PhoP inhibition | Lipid droplet | Lipid droplet cells 6.5 µM | T cell modulator | T cell modulator vesicle-bound %
COc1ccc(C(=S)N2CCOCC2)cc1OC(=O)c1ccccc1Cl | 4% | -7 | 770 | i | 34
Cn1c(CNC(=O)CCNC(=O)c2ccc(F)c(F)c2)cc(=O)n(C)c1=O | -9% | 7 | 810 | i | 13
O=C1NC2(CCCCCC2)C(=O)N1Cc1cccc(Cl)c1 | -3% | 8 | 859 | i | 46
CCN(C(=O)COC(=O)c1nc2nc(C)cc(C)n2n1)C1CCS(=O)(=O)C1 (stereo not drawn) | -2% | -8 | 654 | i | 21
CC(C)c1ccc(/C=C2\SC(=S)N(CC(=O)NCCCN3CCOCC3)C2=O)cc1 | -2% | 1 | 816 | i | 20
O=C(CCCN1C(=O)C2CC=CCC2C1=O)Nc1cccc(F)c1 (stereo not drawn) | -5% | 6 | 731 | i | 22
CC(c1ccncn1)N(C)C(=O)c1ccc2oc(Cc3ccccc3)nc2c1 (stereo not drawn) | -5% | -1 | 718 | i | 9
S=C(Nc1ccc(Br)cc1)N1CCN(c2ccccn2)CC1 | 1% | 10 | 800 | i | 42
COc1ccc(F)cc1S(=O)(=O)N1CCN(C(=O)c2ccco2)CC1 | -6% | 3 | 821 | i | 60
COc1cccc(CN2CCN(Cc3cccc(Br)c3)CC2)c1OC | -2% | -7 | 823 | i | 48
O=C(N/N=C/c1ccccc1F)c1cc2c(ccc3ccccc32)o1 | 4% | 11 | 738 | i | 66
CCN(CC)c1ccc(NC(=O)CN2CCN(c3ccccn3)CC2)cc1 | 10% | 0 | 793 | i | 25
O=C(NC1CCCCC1)c1cc(-c2ccccc2O)on1 | -7% | 29 | 768 | i | 25
Cc1ccc(C2(C)NC(=O)N(CC(=O)NC(=O)NC(C)C)C2=O)cc1 (stereo not drawn) | 4% | 1 | 830 | i | 38
COc1ccccc1NC(=O)NCC1(N(C)C)CCCCC1 | 4% | -4 | 790 | i | 27
CCc1cc(=O)oc2c(CNCc3ccc(OC)cc3OC)c(O)c(Cl)cc12 | 2% | -4 | 784 | i | 62
COc1ccc(C(=O)C2CCCN(C(=O)Cn3cncn3)C2)cc1OC (stereo not drawn) | 8% | -1 | 682 | i | 9
CN(C)CCCNC(=O)N1c2ccccc2Sc2ccccc21 | -6% | -3 | 809 | i | 71
Cc1ccc(C(=O)OC(C)CN2C(C)CCCC2C)cc1 (stereo not drawn) | 10% | 8 | 732 | i | 18
Cc1ccc(CNC(=O)Nc2ccc(F)cc2F)n1C | 6% | 22 | 706 | i | 34
COc1ccc(C(=O)NCCc2nnc3ccc(SCC(=O)N4CCOCC4)nn23)cc1 | -8% | -14 | 819 | i | 71
CN(Cc1ccccc1)C(=O)C1CCN(S(=O)(=O)c2cccc3nsnc23)CC1 | -1% | -17 | 733 | i | 10
CCc1cc(=O)oc2c(C)c(OC(C)C(=O)N3CCC[C@@H]3C(=O)O)ccc12 (stereo partly drawn) | 3% | 0 | 794 | i | 9
COc1cc(/C=N/NC(=O)c2cccc3ccccc23)cc(OC)c1OC | -7% | 6 | 801 | i | 12
